Source: PubChem BioAssay (several laboratories)
BH1578 lux ind: inducers of Vibrio cholerae quorum light production without autoinducers | V. cholerae BH1578 lux reporter, luminescence, 6 h | activation, % at 18.7 µM | 350,000 compounds, 0.16% hits | AID 588436; in the data active means activation mostly above about 9.7%, no sharp cut-off; inconclusive means no clear call, values can overlap the other calls; inactive means mostly below about 3.7%; further: not every result past the cut was called active; inactives centre near 0; reference of the scale not given here
BoNT A protease: inhibitors of Botulinum neurotoxin A light chain protease; multiplex microsphere protease substrate cleavage, flow cytometry; inhibition, % at 10 µM; 360,000 compounds, 0.17% hits; AID 588499; further: plate controls were buffer without enzyme for full effect and enzyme alone for no effect
Yp Topo-I inh: inhibitors of Yersinia pestis topoisomerase I; activity, % at 10 µM; 360,000 compounds, 0.064% hits; Y. pestis Topo-I cleavage product accumulation, plate reader; in the data active means activity above about 50%, passing the limit was not always enough; inconclusive means no clear call, values can overlap the other calls; further: inactives centre near 2
3CLpro inhibitor: SARS-CoV 3CLpro protease inhibition. 290,000 compounds, 0.14% hits. inhibition, % at 6 µM. recombinant SARS-CoV 3CLpro, quenched FRET peptide cleavage; in the data active means inhibition above about 12%
DUSP3 inh: DUSP3 (human) phosphatase inhibition. P51452. recombinant VHR phosphatase, pNPP absorbance. inhibition, % at 13.3 µM. 290,000 compounds, 0.52% hits; in the data active means inhibition above about 50%; further: some compounds called inactive have numbers as strong as hits
Target sequence (P51452 whole entry, looked up): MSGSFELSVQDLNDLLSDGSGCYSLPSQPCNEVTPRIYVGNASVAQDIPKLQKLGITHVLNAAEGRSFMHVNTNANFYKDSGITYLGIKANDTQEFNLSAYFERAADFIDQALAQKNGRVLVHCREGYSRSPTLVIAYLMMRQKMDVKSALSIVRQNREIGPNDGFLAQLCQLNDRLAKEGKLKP
TcdB inh: inhibitors of Clostridioides difficile toxin B glycohydrolase; P18177; TcdB glycohydrolase enzymatic assay, plate reader; inhibition, % at 9.99 µM; 350,000 compounds, 0.24% hits; in the data active means inhibition above about 10%
Anthrax LF prot: inhibitors of Bacillus anthracis lethal factor protease | 360,000 compounds, 0.12% hits | inhibition, % at 10 µM | multiplex microsphere protease cleavage assay, LF | AID 588501; further: plate controls were buffer without enzyme for full effect and enzyme alone for no effect
Target sequence (P15917 whole entry, looked up): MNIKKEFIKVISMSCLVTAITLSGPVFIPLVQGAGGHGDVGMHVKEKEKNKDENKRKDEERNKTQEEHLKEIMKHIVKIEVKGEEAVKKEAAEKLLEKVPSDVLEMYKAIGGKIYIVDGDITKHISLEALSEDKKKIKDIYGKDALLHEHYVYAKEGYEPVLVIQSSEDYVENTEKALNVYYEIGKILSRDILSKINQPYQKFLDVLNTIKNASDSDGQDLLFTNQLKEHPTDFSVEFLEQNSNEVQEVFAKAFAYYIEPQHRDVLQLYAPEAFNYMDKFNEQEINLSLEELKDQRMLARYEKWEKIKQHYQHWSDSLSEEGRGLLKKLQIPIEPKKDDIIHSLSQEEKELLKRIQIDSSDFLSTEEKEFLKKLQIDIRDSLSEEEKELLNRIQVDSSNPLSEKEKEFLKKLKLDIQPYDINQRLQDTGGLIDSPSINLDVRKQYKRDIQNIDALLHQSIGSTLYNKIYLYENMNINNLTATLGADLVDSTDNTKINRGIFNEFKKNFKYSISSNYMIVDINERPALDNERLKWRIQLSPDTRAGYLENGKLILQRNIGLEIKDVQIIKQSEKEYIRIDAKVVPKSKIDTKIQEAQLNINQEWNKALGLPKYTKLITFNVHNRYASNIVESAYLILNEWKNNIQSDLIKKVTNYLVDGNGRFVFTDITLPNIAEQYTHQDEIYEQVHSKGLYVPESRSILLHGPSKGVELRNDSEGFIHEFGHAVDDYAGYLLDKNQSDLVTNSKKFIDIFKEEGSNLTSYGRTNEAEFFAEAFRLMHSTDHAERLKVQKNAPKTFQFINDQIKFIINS
CCHFV vOTU inh: CCHFV vOTU protease inhibition; 370,000 compounds, 0.55% hits; Pep-AMC fluorescence; inhibition, % at 11.5 µM; AID 651958; in the data active means inhibition above about 30%; further: 0% = vehicle wells with enzyme and 100% = no enzyme wells
PfHsp40 rescue: rescue of PfHsp40-mediated yeast toxicity | S. cerevisiae expressing PfHsp40, growth rescue, ATP luminescence | growth rescue, % at 12.5 µM | 340,000 compounds, 0.68% hits | AID 504582; in the data active means growth rescue above about 28%, passing the limit was not always enough; inconclusive means no clear call, values can overlap the other calls;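 further: yeast W303a lacking pdr1 and pdr3 grown in galactose medium; growth measured after three days at 30 °C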
SSB-PriA inh: inhibitors of Klebsiella pneumoniae PriA binding to SSB C-terminal tail; inhibition, % at 33 µM; AlphaScreen SSBct-PriA binding, biotinylated peptide; 430,000 compounds, 0.6% hits; in the data active means inhibition mostly above about 37%, no sharp cut-off; inactive means mostly below about 20%;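 further: plate controls were negative control peptide for no effect and reference peptide for full effect; strong numbers were not always called active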
Starred values were filed as active, the others as inactive; i = inactive; ? = inconclusive; · = not tested or not shown; & = joins results of further samples. Unless noted, no stated cut-off is given here; in the data, active means inhibition above about 30%; inconclusive means no clear call, values can overlap the other calls; inactive means below that. Some of the compounds tested, so the mix of outcomes need not match the whole.

Value order – SSB-PriA inh, BoNT A protease, Anthrax LF prot, Yp Topo-I inh, 3CLpro inhibitor, TcdB inh, PfHsp40 rescue, DUSP3 inh, BH1578 lux ind, CCHFV vOTU inh
> O=C(NCCO)C1(c2ccccc2)CCCC1
→ -7, 0.0, 0, -3, 3, ·, -0.9, -14, -2.2, 4
> CCn1c(=S)sc2c(=O)[nH]c(SCC(=O)Nc3cc(OC)ccc3OC)nc21
→ -2, 11, 3, 11, 6, 0.9, 2.6, -8, -0.1, 26
> Cn1c(=O)n(Cc2ccccc2)c(=O)c2c1nc(NCC1CCCO1)n2Cc1ccccc1 (configuration not stated)
→ -1, -0.8, -4, 15, 2, ·, 2.0, 12, -0.2, 3
> O=C(Nc1cccc(-c2nc3ccccc3s2)c1)C1=COCCO1
→ -5, 0.4, -3, 10, 6, ·, 1.0, -6, i, 1
> CC(=O)C1=C(O)C(=O)N(c2nccs2)C1c1ccc(Br)cc1 (configuration not stated)
→ -15, -1.1, -7, 1, -3, ·, -1.6, 29, -1.4, 10
> CN1C(=O)CSc2ccc(NC(=O)NCc3cccnc3)cc21
→ -3, -4.4, -9, 3, -5, 1.7, -1.4, 8, 0.9, 2
> CC1(C)C(C(=O)N2CCN(C(=O)c3ccccc3)CC2)C1(C)C
→ 1, 0.6, -4, 6, -4, 0.1, -0.8, 58*, i, 0
> Cc1nn(-c2ccccc2)c(N2CCCC2)c1/C=N/Nc1ccc(S(=O)(=O)Nc2ccccc2)cc1[N+](=O)[O-]
→ ·, -0.4, -1, -25, -2, ·, 0.6, 2, -0.3, 10
> CCc1cc2c(=O)oc(-c3ccc(Br)cc3)nc2s1
→ -17, -1.9, 14, 4, -4, 0.6, -1.0, -35, i, -7
> NC(=O)c1ccc[n+]([C@H]2O[C@@H](COP(=O)([O-])OP(=O)(O)OC[C@H]3O[C@@H](n4cnc5c(N)ncnc54)[C@H](O)[C@@H]3O)[C@H](O)[C@@H]2O)c1
→ -3, -0.7, -7, 9, ·, ·, -7.2, ·, i, ·

Another view of part of the listing above:
> CC(=O)C1=C(O)C(=O)N(c2nccs2)C1c1ccc(Br)cc1 (configuration not stated)
  SSB-PriA inh: -15	BoNT A protease: -1.1	Anthrax LF prot: -7	Yp Topo-I inh: 1	3CLpro inhibitor: -3	TcdB inh: ·	PfHsp40 rescue: -1.6	DUSP3 inh: 29	BH1578 lux ind: -1.4	CCHFV vOTU inh: 10

> CN1C(=O)CSc2ccc(NC(=O)NCc3cccnc3)cc21
  SSB-PriA inh: -3	BoNT A protease: -4.4	Anthrax LF prot: -9	Yp Topo-I inh: 3	3CLpro inhibitor: -5	TcdB inh: 1.7	PfHsp40 rescue: -1.4	DUSP3 inh: 8	BH1578 lux ind: 0.9	CCHFV vOTU inh: 2

The main list resumes; the 5 compounds before the break are reprinted first.
Value order – SSB-PriA inh, BoNT A protease, Anthrax LF prot, Yp Topo-I inh, 3CLpro inhibitor, TcdB inh, PfHsp40 rescue, DUSP3 inh, BH1578 lux ind, CCHFV vOTU inh
> CN1C(=O)CSc2ccc(NC(=O)NCc3cccnc3)cc21
→ -3, -4.4, -9, 3, -5, 1.7, -1.4, 8, 0.9, 2
> CC1(C)C(C(=O)N2CCN(C(=O)c3ccccc3)CC2)C1(C)C
→ 1, 0.6, -4, 6, -4, 0.1, -0.8, 58*, i, 0
> Cc1nn(-c2ccccc2)c(N2CCCC2)c1/C=N/Nc1ccc(S(=O)(=O)Nc2ccccc2)cc1[N+](=O)[O-]
→ ·, -0.4, -1, -25, -2, ·, 0.6, 2, -0.3, 10
> CCc1cc2c(=O)oc(-c3ccc(Br)cc3)nc2s1
→ -17, -1.9, 14, 4, -4, 0.6, -1.0, -35, i, -7
> NC(=O)c1ccc[n+]([C@H]2O[C@@H](COP(=O)([O-])OP(=O)(O)OC[C@H]3O[C@@H](n4cnc5c(N)ncnc54)[C@H](O)[C@@H]3O)[C@H](O)[C@@H]2O)c1
→ -3, -0.7, -7, 9, ·, ·, -7.2, ·, i, ·
> Cc1ccc(CN2C(=O)CSC2c2ccc(F)cc2)cc1 (configuration not stated)
→ 3, -1.9, 2, 21, 4, 1.0, 0.5, 16, -0.6, -8
> C/C(=N\NC(=O)C1CC1)c1ccccc1Br
→ ·, 0.6, -2, 8, 3, 1.0, 1.8, 47, -0.4, -7
> Cc1ccc(O)c([C@H](CCN(C(C)C)C(C)C)c2ccccc2)c1
→ 7, -0.1&-1.4, -10&-10, -5&1, -5, 2.2&0.5, 0.7&0.1, 29, i, 5&8&0
> CCOCC(=O)Nc1nc(-c2ccccc2)c(CC)s1
→ -18, 1.1, -16, 13, 4, ·, 0.2, 15, ·, 1
> COC(=O)COc1cccc(NC(=O)c2cccc(C)c2)c1
→ -27, 0.0, 0, 0, 5, 0.4, -0.6, 5, i, 10
> COc1ccc(N(CC(=O)NCc2ccco2)S(=O)(=O)c2c(C)nn(C)c2C)cc1
→ -12, -2.0, -15, -7, 3, -4.4, -0.9, 17, -0.3, 5
> COCC(=O)Nc1nnc(Cc2ccc(OC)cc2)s1
→ -22, -0.3, -3, 10, 4, ·, 0.1, 5, -1.3, 3
> NS(=O)(=O)c1ccc(CCNC(=O)CN2C(=O)NC(c3ccccc3)(c3ccccc3)C2=O)cc1
→ -15, 0.6, -4, 8, ·, -0.4, -0.6, ·, i, 9
> c1cncc(CNc2ncnc3sc4c(c23)CCCC4)c1
→ -5&14, 0.0, 1, 11, 1, 5.1, -1.0, 29, -0.4, -18
> CCN(CC)CCCN=Cc1c(O)n(CCc2ccc(OC)c(OC)c2)c(=O)[nH]c1=O
→ -9, ?, 0, -7, -2, ·, 0.0, 32, i, -1
> CCOc1cccc(CN2CCC(Oc3ccc(C(=O)NCc4ccccn4)cc3)CC2)c1
→ -8, -2.0, 0, 21, -4, -0.1, -0.9, -26, i, -4
> NS(=O)(=O)c1ccc(CCNC(=O)C(=O)NCC2OCCN2S(=O)(=O)c2cc(F)ccc2F)cc1 (configuration not stated)
→ -10, -0.6, -8, 2, -3, 0.7, 0.7, 13, -0.2, 4
> CN(C)CCCN1C(=O)c2oc3ccccc3c(=O)c2C1c1cccs1 (configuration not stated)
→ 2, 7.9, -9, 4, -3, ·, 0.0, 5, 0.7, 0
> c1ccc(-c2nc(N3CCOCC3)cc(N3CCOCC3)n2)cc1
→ -3, -0.8, 0, -4, 0, -0.2, -1.0, 3, -0.9, 0
> Cc1cccc(NC(=S)N(Cc2cccc(Br)c2)CC2CCC(C(=O)O)CC2)c1 (configuration not stated)
→ 9, -0.9, -1, -2, 5, -7.9, 0.8, -2, -0.3, 7
> Cc1cccc(CS(=O)(=O)Cc2ccc(C(=O)NC3CCCC3)o2)c1
→ -2, 0.2, 0, -1, -3, -0.3, -0.1, 7, i, 4
> OCC[C@H]1C[C@H](O)[C@@H](O)[C@]2(OCc3ccccc32)O1
→ -14, 0.3, -4, 8, ·, 0.3, -0.1, ·, -4.0, -4
> Cc1ccc(C(=O)NNC(=O)c2ccc(NS(=O)(=O)c3cccs3)cc2)o1
→ -9, 0.1, -4, 1, ·, 2.7, -0.2, ·, 5.0, 1
> Cc1cccc(C(=O)OCC(=O)NCc2cccs2)c1
→ -5, -0.1, 0, 6, 6, 0.6, -1.9, 2, -0.3, -1
> CCC(CC)C1C(C#N)=C(N)Oc2cc(C)oc(=O)c21 (configuration not stated)
→ -13, 0.4, -2, 2, -3, 2.6, -0.6, 3, -0.4, -3
> O=C(NCc1cccc(C(F)(F)F)c1)C1CC(c2ccccc2C(F)(F)F)=NO1 (configuration not stated)
→ -13, 0.1, -7, 17, ·, 0.8, 4.1, 0, -0.3, 16
> CC1CC2(CCCCC2)Nc2ccc3ccccc3c21 (configuration not stated)
→ 13, 0.2, -3, 4, 5, ·, 0.3, 4, ·, -11
> Cc1cccc(CSc2nn3c(=O)c(C)nnc3s2)c1
→ 2, 0.7, 3, 2, 0, ·, -0.2, 33, -0.2, 6
> CCOC(=O)C1=CCC(c2ccccc2C)N(S(=O)(=O)c2ccc(C)cc2)C1 (configuration not stated)
→ ·, 0.7, 3, ·, ·, 1.3, ·, ·, ·, 19
> Cc1ccc(CNC(=O)Cc2cccs2)cc1
→ -4, -1.6, -1, 4, 5, ·, -1.0, -4, -0.7, 4
> CCOC(=O)N1CCN(C(=O)/C=C/c2ccc(OC)c(OC)c2)CC1
→ -15, 0.6, -4, -6, -6, 1.6, 1.3, 25, 2.9, -9
> CCn1nnc(NC(=O)C(c2ccccc2)c2ccccc2)n1
→ 3, -0.1, -4, 0, 1, 0.9, -0.4, 20, -2.1, -6
> Cc1ccc(C(=O)NC(CCc2ccccc2)C(=O)O)cc1 (configuration not stated)
→ -6, -0.9, 1, 6, ·, -0.6, -1.6, ·, i, -4
> O=C(Nc1ccc(N2CCN(c3ccc(C(F)(F)F)cn3)CC2)nc1)c1cccs1
→ 1, 0.2, -6, -4, 0, 0.9, -0.6, 36, -0.6, -8
> COc1ccc(/C=C/c2cccc[n+]2C)c(O)c1
→ -31, -4.2, -1, 4, 8, 0.6, -0.1, 1, i, 6
> CCOC(=O)CSc1cc(=O)n(CC)c2ccccc12
→ -13, 0.9, -1, 0, 1, ·, -1.8, 30, i, -2
> Cc1ccc(-c2[nH]nc3c2C(c2ccoc2)C(C#N)=C(N)O3)cc1C (configuration not stated)
→ 0, 0.0, -2, -1, -3, ·, 0.2, -11, 2.8, ·
> Cc1cccc(NC(=O)c2cccnc2)c1C
→ -1, 1.1, -26, -1, -3, -0.2, -2.1, 13, -0.6, -11
> O=C1Nc2ccccc2/C1=C/c1ccccc1Cl
→ 15, -1.8, -24, 0, 3, -2.4, 1.5, 4, -0.8, -4
> Cn1ncc(C#N)c1NC(=O)C1CC(c2c(F)cccc2Cl)=NO1 (configuration not stated)
→ 0, -0.5, -4, -4, -2, ·, -0.6, 14, i, -19
> CCCC(=O)Nc1nn(C)c2nc3ccc(C)cc3cc12
→ -4, -0.2, -1, -5, -4, -0.4, 1.4, 13, i, -19
> CCCCn1c(=O)[nH]c(=O)c2c1nc(-c1ccc3ccccc3c1)n2CC
→ -26, -1.0, -3, -7, -3, ·, -0.8, 18, 0.1, -4
> COC(=O)c1c(NC(=O)C2Cc3ccccc3C(=O)O2)sc2c1CCCC2 (configuration not stated)
→ 4, 0.4, 0, 3, 4, -0.1, 1.0, 8, -2.9, 2
> O=C(Nc1cccc(Cl)c1)N1N=CCC1c1ccccc1 (configuration not stated)
→ -13, 4.8, 2, 2, 1, 2.6, ·, 6, i, -1
> CCOC(=O)N1CCN(c2cc(C)c([N+](=O)[O-])cc2F)CC1
→ -8, -0.4, -6, 2, 2, 1.1, -0.8, 12, -0.5, -12
> CCC(CC)C(=O)Nc1nnc(S(=O)(=O)N2c3ccccc3CC2C)s1 (configuration not stated)
→ -22, 0.6, 1, -10, 3, 0.5, -1.0, 13, -0.2, 4
> Cc1cccc(C)c1-n1nnnc1C(CCc1ccccc1)N1CCC2(CC1)C(=O)NCN2c1ccccc1 (configuration not stated)
→ ·, -1.0, -10, ·, ·, -0.1, ·, ·, ·, 2
